# Source: PubChem (several laboratories)
# NR2F2 inh: inhibitors of human COUP-TFII (NR2F2) | hit rate 0.7% among 370,000 | AID 686940 | HEK293T NGFI-A luciferase reporter, luminescence | inhibition, % at 8.6 µM | P24468;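 active = inhibition above a per-plate cutoff, mean inhibition of test wells between control levels plus 3 SD, cut at about 38% in these data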;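 note: cells cotransfected with COUP-TFII expression vector driving the NGFI-A reporter; 0% = median of COUP-TF2 test wells and 100% = reporter-only cells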
# SRC1 inh: inhibits human SRC1 coactivator. HEK293 GAL4-SRC1 luciferase reporter, luminescence. inhibition, % at 3.6 µM. hit rate 0.12% among 360,000;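 active = inhibition above the campaign mean plus 3 SD, with each screening campaign given its own cutoff, cut at about 60% in these data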;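 note: 0% = DMSO treated cells and 100% = gossypol at 36 µM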
# NOD2-RIPK2 inh: NOD2-RIPK2 protein interaction inhibition; CHO BLA complementation NOD2-RIPK2, CCF4 ratio; inhibition, % at 4.98 µM; O43353; hit rate 0.38% among 360,000; in the data active = inhibition above about 21%;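 note: 0% = vehicle only and 100% = reference blocker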
# TLR9-MyD88 inh: TLR9-MyD88 interaction inhibition. CHO BLA complementation TLR9-MyD88, CCF4 FRET ratio. inhibition, % at 4.98 µM. hit rate 0.21% among 340,000;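 active = inhibition above the mean over all tested compounds plus 3 SD, cut at about 21% in these data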;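 note: 0% = DMSO only wells and 100% = clavulanate BLA inhibitor control wells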
# NCOA3 inh: human NCOA3 inhibition. AID 588352. Q9Y6Q9. HEK293 GAL4-SRC3 luciferase reporter, luminescence. hit rate 0.17% among 360,000. inhibition, % at 3.6 µM;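 active = inhibition above a per-campaign cutoff, the mean of all compounds plus 3 SD, cut at about 60% in these data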;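 note: 0% = DMSO-treated cells and 100% = gossypol-treated cells at 36 µM; higher means less SRC3-driven luciferase light from the GAL4 reporter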
# TROY NFkB inh: TROY signaling inhibition. Q293 LMP1-TROYcd NF-kB luciferase reporter, 4 h. inhibition, % at 10 µM. hit rate 0.98% among 360,000;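 active = compounds whose plate-normalised and pattern-corrected inhibition of the luciferase reporter signal at the single screening dose is 50% or more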
# SRC2 inh: human SRC2 (NCOA2) inhibition; Q15596; HEK293 GAL4-SRC2 luciferase reporter, luminescence; inhibition, % at 9 µM; hit rate 0.17% among 370,000; AID 651957;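 active = inhibition above the mean inhibition of all tested compounds plus 3 SD, set per campaign, cut at about 52% in these data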;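 note: 0% = DMSO treated cells and 100% = cells given Gossypol at 36 µM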
# C8 TRAIL sens: caspase-8 TRAIL sensitization; NB7+C8 cells + TRAIL, ATPlite viability luminescence; inhibition (viability loss, TRAIL sensitization), % at 10 µM; hit rate 1% among 360,000;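 active = compounds causing at least 50% loss of cell viability in the single-dose screen, relative to plate controls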
# TWEAK-Fn14 inh: TWEAK-Fn14 signaling inhibition; TWEAK-stimulated Fn14 reporter cells, luciferase luminescence, 8 h; inhibition, % at 10 µM; hit rate 2% among 360,000; AID 1159606; in the data active = inhibition above about 50%
# LMP1 NFkB inh: reduces LMP1-driven NF-kappaB luciferase signal; LMP1-induced NF-kappaB luciferase reporter cells, luminescence; inhibition, % at 12.5 µM; hit rate 0.69% among 350,000; in the data active = inhibition above about 41%;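 note: 0% = neutral control wells and 100% = reference inhibitor control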
# LRH-1 inv ag: suppresses constitutive activity of human LRH-1. O00482. HEK293T StAR-luciferase reporter, LRH-1 transfected, 24 h. inhibition, % at 3.6 µM. hit rate 0.13% among 360,000;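 active = inhibition above the mean inhibition of all tested compounds plus 3 SD, cut at about 73% in these data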;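 note: 0% = DMSO wells and 100% = reporter-only cells lacking LRH-1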
# * marks the source's active call; other numbers are inactive results; · = not tested or not shown. The list is partial; rates above refer to the full screens.
# The first four records, to show the layout:
SMILES,NR2F2 inh,SRC1 inh,NOD2-RIPK2 inh,TLR9-MyD88 inh,NCOA3 inh,TROY NFkB inh,SRC2 inh,C8 TRAIL sens,TWEAK-Fn14 inh,LMP1 NFkB inh,LRH-1 inv ag
O=C1[C@H]2CCC=C[C@H]2[C@H](c2ccccc2Br)N1Cc1ccccc1,19,-2,1,3,1,-5,-3,13,6,3,3
CCOc1ccc(NC(=S)N2CCC(C(=O)c3ccc(F)cc3)CC2)cc1,-9,-2,10,2,-4,5,-2,-13,0,-5,24
CCn1c(SCC(=O)N2CCc3ccccc32)nnc1-c1c[nH]c2ccccc12,16,-9,7,-2,11,13,4,18,7,7,7
COC[C@H]1CCCN1c1ccc2c(c1)O[C@@H](COCc1ccccc1)CN([C@H](C)c1ccccc1)S2(=O)=O,-10,·,-20,·,·,-9,18,-13,14,·,4

# Results, from the start:
SMILES,NR2F2 inh,SRC1 inh,NOD2-RIPK2 inh,TLR9-MyD88 inh,NCOA3 inh,TROY NFkB inh,SRC2 inh,C8 TRAIL sens,TWEAK-Fn14 inh,LMP1 NFkB inh,LRH-1 inv ag
O=C1[C@H]2CCC=C[C@H]2[C@H](c2ccccc2Br)N1Cc1ccccc1,19,-2,1,3,1,-5,-3,13,6,3,3
CCOc1ccc(NC(=S)N2CCC(C(=O)c3ccc(F)cc3)CC2)cc1,-9,-2,10,2,-4,5,-2,-13,0,-5,24
CCn1c(SCC(=O)N2CCc3ccccc32)nnc1-c1c[nH]c2ccccc12,16,-9,7,-2,11,13,4,18,7,7,7
COC[C@H]1CCCN1c1ccc2c(c1)O[C@@H](COCc1ccccc1)CN([C@H](C)c1ccccc1)S2(=O)=O,-10,·,-20,·,·,-9,18,-13,14,·,4
CC(C)c1ccc(S(=O)(=O)c2cc3cc(Br)ccc3oc2=O)cc1,0,-17,-4,-2,8,-7,-21,19,54*,7,13
O=C1C(O)CCN1Cc1ccccc1 (configuration not stated),4,-28,-5,2,-13,10,-11,-19,9,3,13
CN1CCN(Cc2c(O)ccc3occ(C(=O)c4ccccc4)c23)CC1,16,1,-9,-4,6,4,-19,-9,8,-1,-3
Cc1cccc(NC(=O)C2(c3ccccc3)CCOCC2)c1,2,11,7,-9,5,-7,-7,-7,-4,-13,2
COc1cc(OC)c(OC)cc1/C=N/Nc1ccc(Cl)nn1,7,-2,1,7,13,-6,-16,-11,4,-8,4
CCOC(=O)C1(Cc2ccccc2C)CCCN(C(=O)c2ccc(OC)o2)C1 (configuration not stated),25,-6,3,-2,11,3,-2,7,1,-4,-2
COc1ccc(OC)c(/C=C2\SC(=S)N(NS(=O)(=O)c3ccc(C)cc3)C2=O)c1,16,8,4,3,-2,42,-4,-10,-14,2,-11
CC(C)COc1ccc(C(=O)N/C(=C\c2cccc([N+](=O)[O-])c2)C(=O)O)cc1,15,1,-6,0,4,-3,-10,4,13,-6,-19
Cc1cccc(NC(=O)CCC(=O)Nc2nnc(C3CCCCC3)s2)c1,7,9,-12,2,6,8,0,-1,-18,-3,-2
Cc1cc(C(=O)OCC(=O)c2cccs2)c2ccccc2n1,4,1,2,2,5,8,-2,-4,3,0,-2
COc1cccc(NC(=O)N2CCc3nc(NCc4cccc(Oc5ccccc5)c4)ncc3C2)c1,19,2,3,·,-6,18,13,23,54*,·,0
COc1ccc(CNC(=O)C2CCCN(S(=O)(=O)c3ccc(-n4cnnn4)cc3)C2)cc1 (configuration not stated),3,5,-7,-8,-14,-18,-15,4,-9,2,-14
COc1ccc(CCNC(=O)CN2C(=O)c3ccccc3S2(=O)=O)cc1,12,1,7,4,6,2,12,17,-9,3,-5
CN(Cc1ccccc1)C(=O)c1cccnc1,0,-8,0,1,8,-10,3,28,-11,11,-2
Cc1ccc(SC(C)C(=O)Nc2ncn[nH]2)cc1 (configuration not stated),16,-3,-4,-6,7,-2,-4,-1,10,-1,0
CCCn1c(SCC(=O)N2CCN(c3ccc(OC)cc3)CC2)nc2c1c(=O)n(C)c(=O)n2C,4,-15,-2,0,-11,18,-5,-15,11,1,3
Cc1cccc(OCCNc2ccc(C(F)(F)F)cc2[N+](=O)[O-])c1,-1,-2,3,1,1,-50,-9,-2,-41,-19,-1
CCOc1ccc(CN(C)Cc2cc(=O)oc3c(C)c(C)ccc23)cc1OC,29,1,12,1,-1,10,28,24,-2,6,17
O=C(O)c1ccc(Nc2nc3c(s2)CCCC3)cc1,23,-20,1,1,-14,23,37,30,91*,39,-133
CSCCC(NC(=O)C1CCC(C)CC1)C(=O)NCCN1CCOCC1 (configuration not stated),-2,1,-3,1,-5,13,-6,-8,-7,6,7
c1ccc(COc2cccc(-c3cc4nc(NCc5cccs5)ccn4n3)c2)cc1,-30,4,1,·,28,-23,-31,-5,9,·,-19
# (more compounds)
SMILES,NR2F2 inh,SRC1 inh,NOD2-RIPK2 inh,TLR9-MyD88 inh,NCOA3 inh,TROY NFkB inh,SRC2 inh,C8 TRAIL sens,TWEAK-Fn14 inh,LMP1 NFkB inh,LRH-1 inv ag
CCOc1ccc(NC(=O)CN(C)C(=O)C2CC(=O)N(Cc3ccco3)C2)cc1OCC (configuration not stated),6,-10,-7,1,-2,9,-21,-9,14,2,-10
Cc1cccc(NC(=S)NC2CC3CCCC(C2)N3Cc2cccs2)c1 (configuration not stated),6,-22,-2,-3,-1,6,11,25,-29,-1,-21
Cn1nc(C(=O)N2CCN(c3ccc(Cl)cc3)CC2)c2c1-c1ccccc1S(=O)(=O)C2,15,20,9,-1,22,5,0,0,7,3,-4
CC(=O)N(C)c1ccc(NC(=O)CCN2C(=O)c3ccccc3C2=O)cc1,-20,2,-7,-2,5,18,-38,-4,-3,-7,3
O=C(Nc1ccc2c(c1)OCO2)C1CCCN(c2nc3ccccc3s2)C1 (configuration not stated),·,-16,2,-5,1,35,·,-4,-1,2,-9
CC(=O)N[C@@H](CC(=O)N[C@H](CCC(=O)O)C(=O)O)C(=O)O,2,2,-10,-2,1,3,17,-6,4,-6,-10
Cc1ccccc1C(=O)N1CCC(n2nccc2NC(=O)C2CC2)CC1,·,16,3,-15,1,-8,·,-30,-8,3,-24
Cc1ccc(C(=O)N/N=C/c2cc(Br)ccc2O)cn1,-11,13,4,-3,23,25,28,21,-5,1,-6
O=[N+]([O-])c1cc(Oc2cccnc2)cc([N+](=O)[O-])c1,-4,-15,-12,-4,7,0,-25,7,-1,-9,10
O=C(CCN1C(=O)c2cccc3cccc(c23)C1=O)N1CCN(c2ccccc2F)CC1,3,1,-14,-6,14,14,-4,-2,-3,-15,3
O=C1NC2(CCCCC2)C(=O)N1c1ccccc1,-1,-2,-2,-6,16,-13,-17,6,11,2,7
O=[N+]([O-])c1ccc(Oc2cc(NC3CCCCCCC3)c([N+](=O)[O-])cc2[N+](=O)[O-])cc1,-62,0,-10,-2,-9,6,-36,3,9,-3,-9
CCCCn1c(CCC(=O)O)ccc1-c1cccs1,14,4,-15,-2,-28,-18,-1,5,-5,3,16
Cc1ccccc1CSc1nnc([C@@H]2CCCN2)o1,10,15,10,9,15,-8,2,0,-16,53*,-2
CCc1ccc(NC(=O)/C(C#N)=C/c2cc3ccc(C)cc3nc2N2CCOCC2)cc1,17,-35,-1,-1,6,-16,6,7,-16,10,-19
O=C(Nc1ccc2ccccc2n1)Nc1cccs1,-2,-22,4,-3,-17,-25,0,-5,-6,-6,-19
CN(c1ccccc1)S(=O)(=O)c1ccc(C(=O)N2CCc3ccccc3C2)cc1,21,-11,-4,-5,2,9,14,-3,6,-3,1
COCCC(=O)N1CCC(Oc2ccc(C(=O)N(C)Cc3cc(C)no3)cc2)CC1,-11,4,-11,4,7,-9,-9,-4,0,·,-2
c1ccc(N=Nc2ccc(C3=NCCO3)cc2)cc1,-35,-128,-13,6,-92,18,-80,49,48,8,-127
O=C(CSc1nnc(NCc2ccccc2)s1)NC1CCS(=O)(=O)C1 (configuration not stated),5,-3,1,-3,-7,-11,4,-7,-11,5,1
COc1ccc(OCC(=O)Nc2ccc(OC)c(S(=O)(=O)N3CCCCC3)c2)cc1,-1,-8,1,1,-3,7,11,18,20,-21,-5
O=C(NCc1ccccc1)c1onc(CSc2ccncc2)c1C(=O)NCc1ccccc1,-2,12,-6,-1,14,-22,20,-15,-1,-7,-9
O=[N+]([O-])c1ccc(NCCNS(=O)(=O)c2ccccc2)cc1,2,0,-6,11,-3,9,17,-3,0,8,18
COc1ccc(S(=O)(=O)N2CCN(CC(=O)c3c(N)n(C)c(=O)n(C)c3=O)CC2)cc1OC,9,-3,-4,3,-19,-6,22,-7,5,1,1
COc1ccc(CCN2CC(C(=O)NCCc3cnn(C)c3)CCC2=O)cc1 (configuration not stated),8,-11,7,3,-18,4,-17,-2,4,-2,13
# (list continues)
SMILES,NR2F2 inh,SRC1 inh,NOD2-RIPK2 inh,TLR9-MyD88 inh,NCOA3 inh,TROY NFkB inh,SRC2 inh,C8 TRAIL sens,TWEAK-Fn14 inh,LMP1 NFkB inh,LRH-1 inv ag
COc1ccc(/C=C(\C#N)C(=O)OC2CCOC2=O)cc1 (configuration not stated),-4,-10,2,-16,1,13,-7,8,4,3,-19
COc1ccc2c(CC(=O)OCC(=O)Nc3ccc4c(c3)OCO4)coc2c1,9,-5,4,3,6,-4,-1,11,-7,-11,-11
CCOc1ccc(-n2c(=O)[nH]cc(C(=O)Nc3ccc(OC)c(OC)c3)c2=O)cc1,4,7,5,-9,13,-16,14,0,2,-1,10
CCOc1ccc(CN(C(=O)c2ccco2)C2CCS(=O)(=O)C2)cc1 (configuration not stated),-11,10,6,4,21,-4,11,-2,6,0,-6
CC(C)n1[nH]c2ccccc2c1=O,-3,5,7,·,6,-2,-12,-18,9,·,7
CC(=O)C[C@@H]1OC[C@H](CO)N1S(=O)(=O)c1ccc(C)cc1,-20,·,-2,·,·,·,20,3,·,·,11
O=C(Nc1nc2ccc(Cl)cc2s1)C1CC1,1,-67,3,3,-33,-43,-47,15,-33,-14,-48
COc1ccc(CCNC(=O)C2CCC(C(C)(C)C)CC2)cc1OC (configuration not stated),9,12,0,1,4,-15,-1,-18,-15,0,1
COc1ccc(/C=N/Nc2nnc(-c3ncc[nH]3)c3ccccc23)cc1,·,-6,1,-2,8,2,·,24,-4,-18,13
O=C(Cc1ccc(Cl)cc1)Nc1ccccc1CO,1,-7,5,12,-5,-11,1,1,-19,2,5
COc1ccc(CCN2C(=O)c3ccccc3C2c2nnnn2-c2c(C)cccc2C)cc1OC (configuration not stated),-6,·,-4,·,·,-5,-2,-6,-20,·,16
CC(=O)N1CSCC1C(=O)N1CCN(c2ccc(N3CCOCC3)nn2)CC1 (configuration not stated),7,10,-3,8,19,2,-36,0,4,6,13
C=CCn1cnc2scc(-c3ccc(C)cc3)c2c1=O,17,-5,-4,6,13,15,12,-14,27,7,13
C=CCOC(=O)C1=C[C@H](c2ccc(Br)cc2)[C@@H](CCCO)[C@H](OCC)O1,-1,-3,6,-12,5,-3,-5,12,-13,3,-16
CCOC(=O)C1CCN(C(=S)Nc2ccc(Cl)cc2C)CC1,-7,0,-5,-2,-19,40,-16,5,22,7,-1
Cc1ccc(S(=O)(=O)N(C)C)cc1NC(=O)COC(=O)c1ccc(Cl)cc1,16,11,-9,-10,-9,19,7,-5,-9,-8,5
CC(C)(C)c1cc(C(=O)NNC(=O)c2ccc(C(F)(F)F)cc2)no1,22,-10,1,4,5,-12,-19,-20,6,1,8
Cc1cc(OC(C)C(=O)NCC2CCC(C(=O)O)CC2)c2c(C)c(C)c(=O)oc2c1 (configuration not stated),6,0,-9,6,11,0,-1,-12,6,-3,-2
